Anesthetic bind: binds horse apoferritin like a general anesthetic | apoferritin/1-aminoanthracene competitive binding, fluorescence | Potency, µM (top dose mostly 77.5 µM), for the others: top-dose activity change, negative = displacement, most hits filed as inhibitors | 350,000 compounds, 0.074% hits; further: potency means the concentration at half of the fitted maximal effect; on the % scale 0 is the no-effect control and ±100 the full control effect; nearly all actives have a fitted effect of over 20% in size
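Horse-spleen apoferritin (10 uM) was mixed with 50% saturated 1-aminoanthracene in PBS, exposed to compounds for 10 min at room temperature, and read for fluorescence (ex 380 nm, em 535 nm). Competitive displacement was fitted with a four-parameter Hill equation.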
LDHA block: LDHA (human) enzyme inhibition | P00338 | purified LDHA, NADH/diaphorase-resazurin fluorescence; stronger effect = lower value | activity change, % (values are at about 110 or 230 µM) | 480,000 compounds, 0.15% hits; in the data active means activity change below about -30%; inconclusive means mostly about -25% to -30%;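 further: plate controls were DMSO wells for no effect and wells without enzyme for full effect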
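LDH5 2 nM; NADH 0.06 mM, pyruvate 0.2 mM; 200 mM Tris pH 7.4, EDTA, Tween-20; 5 min RT. Detection: diaphorase 0.133 mg/mL + resazurin 37 µM, fluorescence ex540/em590 at 0 and 20 min; normalized to enzyme-free and DMSO wells.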
Pol eta inh: inhibitors of human DNA polymerase eta | Q9Y253 | 390,000 compounds, 1.2% hits | recombinant Pol eta, fluorescent DNA replication assay | AID 588591 | Potency, µM (doses to about 114 µM), for inactives: top-dose activity change, negative = inhibition, most hits filed as inhibitors; further: potency means the concentration at half of the fitted maximal effect; on the % scale 0 is the no-effect control and ±100 the full control effect
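Fluorescent replication assay: 50 nM final substrate added after a 15 min room-temperature compound preincubation with 10 nM enzyme. Signal taken at 0 min and again at 10 min.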
Pol iota inh: inhibitors of human DNA polymerase iota; Q9UNA4; Pol iota fluorescent replication assay, 10 min; AID 588590; 390,000 compounds, 1% hits; Potency, µM (titrated, usually from 115 µM), without a hit: top-dose activity, negative = inhibition, most hits filed as inhibitors; further: potency means the concentration at half of the fitted maximal effect
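Fluorescent replication assay read twice, at 0 min and 10 min after adding 50 nM (final) substrate. Enzyme (10 nM) and compounds were first incubated 15 min at room temperature; enzyme-free buffer wells were negative controls.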
Glioma ERSR ind: inducers of ER stress response in human glioma cells. 420,000 compounds, 0.02% hits. AID 602332. Potency, µM, without a hit: at the highest dose activation, usual class: activators. U87-MG GRP78 promoter luciferase reporter, 16 h; further: potency means the concentration at half of the fitted maximal effect; series mostly up to about 76 µM; % of control where 0% means no effect; nearly all actives have a fitted effect of over 35% in size
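Stably transfected U87-MG human glioma cells carrying a GRP78-based luminescent sensor were seeded at 1000 cells/well, pin-dosed with compounds and incubated 16 h. Luciferase reagent was then added, and end-point luminescence was read after 10 min at room temperature.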
Pol kappa inh: blocks human DNA polymerase kappa activity; Q9UBT6; purified Pol kappa, fluorescent DNA synthesis assay, 10 min; Potency, µM (doses to about 107 µM), for the others: at the top dose activity, negative = inhibition, usual class: inhibitors; 400,000 compounds, 0.53% hits; further: potency means the concentration at half of the fitted maximal effect; on the % scale 0 is the no-effect control and ±100 the full control effect
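Kinetic fluorescence readout at 0 and 10 min followed reaction start with substrate at 50 nM final. Beforehand, enzyme (10 nM Pol kappa) stood 15 min with compound at room temperature; buffer-only wells were negative controls.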
BLM inh: inhibitors of human Bloom syndrome helicase BLM; P54132; recombinant BLM DNA unwinding, fluorescence dequenching; Potency, µM (highest dose often 56.1 µM), inactives show at the highest dose activity change, negative = inhibition, hits mostly inhibitors; 350,000 compounds, 0.2% hits; AID 2528;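 further: potency means the concentration at half of the fitted maximal effect; plate controls were vehicle for no effect and no enzyme for full effect; nearly all actives have a fitted effect of over 35% in size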
Pol beta inh: blocks human DNA polymerase beta activity; Pol beta primer extension/strand displacement, fluorescence kinetic; Potency, µM (doses to about 114 µM), inactives show top-dose activity change, negative = inhibition, usual class: inhibitors; 340,000 compounds, 1.3% hits; further: potency means the concentration at half of the fitted maximal effect; on the % scale 0 is the no-effect control and ±100 the full control effect
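Pol beta (10 nM) and compounds were preincubated 15 min at room temperature, then 50 nM substrate (final) started primer extension/strand displacement. Reads were taken at 0 and 10 min; concentration-response data were fitted to a four-parameter Hill equation.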
APE1 inh: inhibitors of human APE1 endonuclease; P27695; recombinant APE1, TAMRA/BHQ-2 abasic DNA cleavage fluorescence; Potency, µM (series often up to 65.8 µM), inactives show at the top dose activity change, negative = inhibition, hits mostly inhibitors; 350,000 compounds, 0.35% hits; AID 2517;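 further: potency means the concentration at half of the fitted maximal effect; plate controls were vehicle for no effect and reference inhibitor for full effect; nearly all actives have a fitted effect of over 55% in size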
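Substrate: short duplex with […] THF abasic site, 5'-TAMRA and 3'-BHQ-2, 50 nM final. APE1 at 0.75 nM, preincubated 15 min RT with compound. Fluorescence increase from first to third read measured activity.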
Numbers without * were called inactive; ? = inconclusive; . = no result given; [ ] = remark or other dose. Unless noted, the call rests on the fitted dose curve; in most records, active means well fitted curve in the direction sought with a large enough effect; inconclusive means small, poorly fitted or top-dose-only effect, or another doubt; inactive means no such curve, though single readings can be large; an effect the other way counts as inactive or inconclusive.

SMILES | Anesthetic bind | LDHA block | Pol eta inh | Pol iota inh | Glioma ERSR ind | Pol kappa inh | BLM inh | Pol beta inh | APE1 inh
CCSc1nnc(NC(=O)c2nc(-c3ccccc3)n(-c3ccccc3)n2)s1 | -14% | 1 | -10% | -10% | -2% | 10% | -3% | 2% | 10%
CCN(CC)C(=O)C1CCC(C)(C(=O)O)C1(C)C (stereo not given) | -9% | -6 | 5% | -6% | -7% | -7% | -1% | 14% | 0%
COc1ccc(S(=O)(=O)NCC2CCC(C(=O)NCc3ccc(F)cc3)CC2)cc1 (stereo not given) | -4% | -5 | 3% | 29% | -5% | -5% | 0% | 85% | 17%
OCCC1CN(Cc2cnn(-c3ccccc3Cl)c2)CCN1Cc1ccsc1 (stereo not given) | -10% | -11 | -9% | 90%[activator] | -1% | -3% | -6% | -7% | 1%
O=C(Nc1nc(-c2nc3ccccc3s2)cs1)C1CC1 | -6% | -10 | 2% | -7% | -1% | -6% | -4% | ? | -4%
CC[C@H](C)[C@@H](CN[C@H](C)CNC)NCCC(c1ccccc1)c1ccccc1 | -16% | 2 | -7% | -18% | -9% | 8% | -6% | 93% | 2%
O=C(N1CCN(c2ccc(F)cc2)CC1)C12CC3CC(CC(C3)C1)C2 | -12% | 2 | -12% | 0% | -4% | -6% | -1% | 20% | -8%
CCNC(=S)N/N=C(\C)c1ccco1 | -7% | -9 | -7% | -8% | -2% | -12% | 3% | 23% | 14%
O=[N+]([O-])c1ccccc1-n1cnc2ccccc21 | -11% | -6 | 8% | 7% | -3% | -12% | -1% | 1% | -6%
COc1ccc(Nc2nc3ccccc3nc2C)cc1 | -15% | 3 | -11% | 11% | 2% | -7% | -4% | -15% | 13%
COc1ccc(N2CCN(S(=O)(=O)c3cc4c(cc3C)N(C(C)=O)CCO4)CC2)cc1 | -13% | 2 | -10% | 1% | -3% | -1% | -1% | 16% | -13%
CS(=O)c1ccccc1-c1nc(-c2ccc([N+](=O)[O-])cc2)no1 (stereo not given) | . | -7 | 9% | 30% | 0% | -7% | . | . | .
CCNC(=S)N/N=C/c1c(C)nn(-c2cccc(Cl)c2)c1Cl | 1% | -6 | -4% | 2% | -5% | -10% | 0% | 5% | 3%
Cc1n(CC(=O)c2ccc(F)cc2)c2ccccc2[n+]1C | -5% | -11 | 3% | 14% | -1% | -11% | 0% | -3% | -1%
CCC(C)NC(=O)CSc1ccc(NC(C)=O)cc1 (stereo not given) | -14% | -1 | 0% | 11% | -4% | 1% | -1% | 5% | 6%
CCC1(c2ccccc2)NC(=O)N(CC(=O)c2ccc3c(c2)OCO3)C1=O (stereo not given) | . | -1 | -14% | 49%[activator] | -6% | -5% | . | . | 8%
Cc1ccc(C(=O)c2c(NC(=O)c3ccccc3)sc(C)c2C)cc1 | ? | -2 | -7% | 20% | 2% | -18% | -10% | -2% | -4%
COc1ccccc1OCCNC(=O)c1ccc(C(C)(C)C)cc1 | . | -2 | -16% | 77%[activator] | 3% | -14% | . | . | .
CCc1sc(NC(=O)C(C)C)nc1-c1ccccc1 | -11% | -10 | -14% | 28% | -1% | -9% | 1% | -28% | 0%
COc1ccc(NC(=O)N2CCN(c3cccc(C(F)(F)F)c3)CC2)cc1OC | -12% | 11 | -14% | 3% | -4% | -22% | -18% | 4% | 16%
Cc1cccc(CCNC(=O)C2CCC(CNS(=O)(=O)c3c(C)cc(C)cc3C)CC2)c1 (stereo not given) | 57%[activator] | 4 | -11% | 7% | 0% | -11%[60.1 µM] | -3% | 8% | .
Cc1ccc(NC(=O)NNC(=O)C2CC(c3cccnc3)=NO2)cc1 (stereo not given) | -7% | -5 | -5% | -5% | 1% | 0% | 0% | -1% | -3%
Cc1cc(CN2CCOCC2)c(O)c(C2(C)CCCCC2)c1 | -7% | 0 | -15% | 17% | -5% | 2% | -3% | 15% | 1%
COC(=O)C1=C(C)N(c2ccc(OC)c(OC)c2)C(=O)/C1=C\c1ccco1 | -13% | -1 | -4% | ? | -3% | 3%[60.1 µM] | -2% | ? | ?
O=c1c2c([nH]c3ccccc13)CCCCCC2 | -1% | -1 | -15% | -7% | -3% | -8% | -1% | -10% | -3%
O=C(NN1C(=O)C2C(C1=O)C1C=CC2C12CC2)c1ccccc1 (stereo not given) | -8% | -2 | 1% | -20% | -1% | 4% | 0% | -4% | 12%
COc1cc(OC)c(C2C(C#N)=C(N)OC3=C2C(=O)CC(C)(C)C3)cc1OC (stereo not given) | -9% | -2 | -12% | 41%[activator] | -4% | -5% | 5% | -23% | ?
Cc1ccc(-c2nn(-c3ccccc3)cc2CO)o1 | 8% | -7 | -12% | -2% | 0% | -12% | 4% | -1% | -6%
Cc1cccc(Cn2cnc3c(cnn3-c3ccc(Cl)cc3)c2=O)c1 | -5% | 2 | -14% | 36%[activator] | -3% | -1% | -2% | 20% | .
CC(C)(C)SC(=O)CC1NS(=O)(=O)OCC1NC(=O)OCC(Cl)(Cl)Cl (stereo not given) | -14% | -5 | -11% | 11% | -1% | 4% | -1% | 5% | 20%
Cn1c(-[n+]2c(-c3ccccc3)cc(-c3ccccc3)cc2-c2ccccc2)nc2cc([N+](=O)[O-])ccc21 | ? | -4 | -21% | 30% | 0% | -1% | -6% | 4%[57.1 µM] | -7%
CCCn1c(SCC(=O)Nc2ccccc2Cl)nc(O)cc1=O | . | -3 | -12% | -15% | 0% | -20% | . | . | -6%
CC(=O)Nc1ccn(C2OC(C(COC(C)=O)NC(=O)C(COCc3ccccc3)NC(=O)OC(C)(C)C)C(OC(C)=O)C2OC(C)=O)c(=O)n1 (stereo not given) | -6% | . | . | 21% | -2% | -17% | 7% | . | 11%
CNc1ncc(C(=O)c2ccc(Cl)c(Cl)c2)s1 | ? | -1 | 6% | ? | -1% | -4% | 1% | 20% | -12%
COc1ccc(S(=O)(=O)Nc2ccc(-c3ccc4nnc(C)n4n3)cc2)c(OC)c1 | . | -1 | -14% | ? | -4% | -9% | . | . | 13%
C=C(C)CNC(=S)N=Nc1c(O)[nH]c2ccc([N+](=O)[O-])cc12 | -11% | -1 | -13% | 89%[activator] | -4% | -13% | -9% | ? | -5%
COCCn1c(SCC(=O)Nc2cc(OC)ccc2OC)nc2c(c1=O)SC(C)C2 (stereo not given) | -15% | -5 | 6% | 22% | -5% | -16% | 2% | -16% | -2%
CC1CCN(CCCNC(=O)C2CCC(CNS(=O)(=O)c3cccc4nsnc34)CC2)CC1 (stereo not given) | -1% | 0 | -9% | -3% | 0% | 16% | 0% | -15% | 52%
Cc1cc(NC(=O)CSc2nnc(C(C)N(C)C)n2-c2ccc(F)cc2)no1 (stereo not given) | -11% | -6 | 0% | 21% | -1% | -10% | -3% | -1% | -2%
NS(=O)(=O)c1ccc(CCNC(=O)C(=O)c2c[nH]c3ccccc23)cc1 | 4% | -9 | -10% | 52%[activator] | -5% | -8% | 2% | -2% | 3%

Copied from the entries so far, eight compounds:
SMILES | Anesthetic bind | LDHA block | Pol eta inh | Pol iota inh | Glioma ERSR ind | Pol kappa inh | BLM inh | Pol beta inh | APE1 inh
Cc1cccc(CCNC(=O)C2CCC(CNS(=O)(=O)c3c(C)cc(C)cc3C)CC2)c1 (stereo not given) | 57%[activator] | 4 | -11% | 7% | 0% | -11%[60.1 µM] | -3% | 8% | .
Cc1ccc(NC(=O)NNC(=O)C2CC(c3cccnc3)=NO2)cc1 (stereo not given) | -7% | -5 | -5% | -5% | 1% | 0% | 0% | -1% | -3%
Cc1cc(CN2CCOCC2)c(O)c(C2(C)CCCCC2)c1 | -7% | 0 | -15% | 17% | -5% | 2% | -3% | 15% | 1%
COC(=O)C1=C(C)N(c2ccc(OC)c(OC)c2)C(=O)/C1=C\c1ccco1 | -13% | -1 | -4% | ? | -3% | 3%[60.1 µM] | -2% | ? | ?
O=c1c2c([nH]c3ccccc13)CCCCCC2 | -1% | -1 | -15% | -7% | -3% | -8% | -1% | -10% | -3%
O=C(NN1C(=O)C2C(C1=O)C1C=CC2C12CC2)c1ccccc1 (stereo not given) | -8% | -2 | 1% | -20% | -1% | 4% | 0% | -4% | 12%
COc1cc(OC)c(C2C(C#N)=C(N)OC3=C2C(=O)CC(C)(C)C3)cc1OC (stereo not given) | -9% | -2 | -12% | 41%[activator] | -4% | -5% | 5% | -23% | ?
Cc1ccc(-c2nn(-c3ccccc3)cc2CO)o1 | 8% | -7 | -12% | -2% | 0% | -12% | 4% | -1% | -6%

Later entries
SMILES | Anesthetic bind | LDHA block | Pol eta inh | Pol iota inh | Glioma ERSR ind | Pol kappa inh | BLM inh | Pol beta inh | APE1 inh
O=C(CCNS(=O)(=O)c1cccc2nonc12)NC1CCCCCC1 | ? | -6 | -1% | 46%[activator] | 0% | -2% | -5% | 5% | -2%
O=C(O)CCCNc1ccc(S(=O)(=O)N2CCCCC2)cc1 | -2% | -11 | -5% | -15% | 5% | -5% | 0% | 15% | -3%
O=C(COC(=O)Cc1ccc(Br)cc1)NCC1CCCO1 (stereo not given) | . | -1 | -1% | -1% | -2% | -15% | . | . | -15%
Cc1ccc(-c2nn(CC(=O)NCc3ccccn3)c(=O)c3ccccc23)cc1S(=O)(=O)N(C)C | -16% | -11 | 7% | 19% | -1% | 3% | -1% | 4% | -1%

Assay outcomes (PubChem)

Only part of the results is shown; the hit share may differ from the screen's.
